CHRM1 PAM = human CHRM1 positive allosteric modulation; activation, % at 3 µM; AID 588819; CHO-K1 hM1, Fluo-8 calcium fluorescence, ACh EC20; 0% = ACh EC20, 100% = maximal ACh; P11229; 0.088% of 360,000 active; in the data active = activation above about 19%, passing the limit was not always enough
CHO parental Ca = signal in parental CHO cells, OX1R antagonist counter-screen; 0.63% of 330,000 active; parental CHO-K1, ATP-induced calcium, Fluo-8 fluorescence; inhibition, % at 5.6 µM;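 active = inhibition above that plate's mean sample inhibition plus 3 SD, cut at about 26% in these data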;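 note: 0% = ATP-challenged DMSO wells and 100% = DMSO wells without ATP; some compounds past the cut are filed as inactive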
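Measured by: calcium-sensitive Fluo-8 fluorescence / Test system: CHO parental line / Controls: ATP-challenged DMSO wells low, unchallenged DMSO wells high / Measure: % inhibition / Compound: single nominal dose of 5.6 µM per compound / Replicates: single well per compound, no replicates / Reagent: ATP as calcium-mobilizing challenge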
OXTR potentiate = potentiates the human oxytocin receptor response. P30559. CHO-OTR cells, Fluo-8 calcium fluorescence, potentiator mode; 0% = oxytocin EC15, 100% = EC100. activation, % at 3 µM. 0.061% of 320,000 active. AID 2445;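 active = activation above that plate's cutoff, the mean activation of tested compounds plus 3 SD, cut at about 6.6% in these data, passing the limit was not always enough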;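 note: 100% uses oxytocin at 75 nM as the full agonist control; some results filed as inactive read as strong as hits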
Target sequence (P30559 whole entry, looked up): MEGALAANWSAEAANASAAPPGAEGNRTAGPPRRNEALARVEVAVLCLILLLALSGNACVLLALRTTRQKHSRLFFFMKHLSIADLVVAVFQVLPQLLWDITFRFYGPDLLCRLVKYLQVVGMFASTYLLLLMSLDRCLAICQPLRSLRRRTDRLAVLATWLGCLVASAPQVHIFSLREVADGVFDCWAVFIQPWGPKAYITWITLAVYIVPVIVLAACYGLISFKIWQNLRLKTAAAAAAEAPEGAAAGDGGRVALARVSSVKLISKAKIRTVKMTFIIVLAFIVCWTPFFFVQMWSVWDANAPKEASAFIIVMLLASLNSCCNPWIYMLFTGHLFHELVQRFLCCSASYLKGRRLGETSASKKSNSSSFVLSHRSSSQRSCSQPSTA
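Dosing: Single dose, 3.0 µM nominal final compound concentration | Material: Human OTR in CHO cells | Technique: Kinetic Fluo-8 calcium fluorescence | Benchmarks: EC15 oxytocin alone as 0%, 75 nM oxytocin as 100% | Probe or stimulus: Oxytocin at about EC15, sub-maximal agonist stimulus | Incubation: Compound 6 min at room temperature before oxytocin, 100 s read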
M1 ag = human M1 muscarinic receptor agonism. 0.33% of 360,000 active. CHO-K1 hM1, Fluo-8 calcium fluorescence, agonist mode; 0% DMSO, 100% acetylcholine EC100. activation, % at 3 µM. AID 588814. P11229;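 active = activation above the run's mean compound activation plus 3 SD, cut at about 16% in these data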;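 note: peak over basal fluorescence ratio within a 140 s kinetic read after compound addition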
CHO-K1 Ca antag = counter-screen for M1 antagonists: effect in parental CHO-K1 cells; ATP-induced calcium, Fluo-8 fluorescence; inhibition, % at 3 µM; 0.6% of 360,000 active; AID 602250;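 active = inhibition above a per-plate cutoff, the plate's mean sample inhibition plus 3 SD, cut at about 24% in these data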;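 note: 0% = DMSO plus EC80 ATP and 100% = DMSO alone without ATP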
M4 ag = CHRM4 agonism in calcium assay; 0.14% of 360,000 active; CHO-K1 hM4/Gqi5, Fluo-8 calcium fluorescence; vehicle 0%, full acetylcholine response 100%; activation, % at 3 µM;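 active = activation above the run mean over all test wells plus 3 SD, cut at about 32% in these data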;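 note: peak over basal fluorescence ratio per well then scaled between controls; 0% = DMSO wells and 100% = acetylcholine at EC100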
Target sequence (P08173 whole entry, looked up): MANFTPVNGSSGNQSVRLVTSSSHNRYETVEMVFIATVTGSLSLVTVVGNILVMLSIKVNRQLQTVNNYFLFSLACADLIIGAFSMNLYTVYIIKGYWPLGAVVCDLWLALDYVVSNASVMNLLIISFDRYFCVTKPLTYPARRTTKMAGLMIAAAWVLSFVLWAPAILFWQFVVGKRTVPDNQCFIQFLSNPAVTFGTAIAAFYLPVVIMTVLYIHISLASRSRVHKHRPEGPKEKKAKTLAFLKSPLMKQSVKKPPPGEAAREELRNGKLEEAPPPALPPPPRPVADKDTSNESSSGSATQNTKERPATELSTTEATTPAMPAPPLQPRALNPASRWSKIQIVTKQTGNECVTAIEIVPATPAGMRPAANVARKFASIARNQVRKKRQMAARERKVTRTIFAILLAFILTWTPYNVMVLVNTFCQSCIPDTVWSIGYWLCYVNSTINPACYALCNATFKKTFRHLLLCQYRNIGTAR
M4 antag = CHRM4 antagonism in calcium assay | P08173 | CHO-hM4 cells, ACh EC80, Fluo-8 calcium fluorescence | inhibition, % at 3 µM | 0.73% of 360,000 active | AID 624125;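 active = inhibition above its plate's cutoff, the mean inhibition of sample wells plus 3 SD, cut at about 27% in these data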;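 note: 0% = acetylcholine EC80 with DMSO and 100% = DMSO without agonist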
CHO-K1 Ca ag = nonselective activator or artifact in parental CHO-K1 cells; Fluo-8 calcium fluorescence; scaled to maximal ATP response, vehicle zero; activation, % at 3 µM; 0.48% of 360,000 active; in the data active = activation above about 15%;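 note: untransfected CHO-K1 host cells lacking M1 receptor as counterscreen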
CHRM1 antagonist = antagonists of human M1 muscarinic receptor | 1.3% of 360,000 active | P11229 | CHO-K1 hM1, Fluo-8 calcium fluorescence, ACh EC80 antagonist | AID 588852 | inhibition, % at 3 µM;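 active = percent inhibition above its own plate's cutoff, namely the mean of that plate's compound wells plus 3 SD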;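 note: peak over basal fluorescence ratio during 140 s after agonist addition; 0% = ACh EC80 plus DMSO and 100% = DMSO alone without agonist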
* hit, by the source's call; x = no result given.

SMILES | CHRM1 PAM | CHO parental Ca | OXTR potentiate | M1 ag | CHO-K1 Ca antag | M4 ag | M4 antag | CHO-K1 Ca ag | CHRM1 antagonist
CC(OC(=O)c1cc(S(=O)(=O)N2CCOCC2)ccc1F)C(=O)NCc1ccc2c(c1)OCO2 (stereo not drawn) | 11 | -12 | -1 | -3 | -7 | 2 | -8 | 1.1 | -13
CC(C)n1cc(/C=N/Nc2ccc(C(=O)O)cc2)c2ccccc21 | 4 | 4 | -15 | -4 | 8 | 1 | 4 | 2.2 | -2
CCOc1ccccc1CN1CCN(S(C)(=O)=O)CC1 | 6 | -14 | 0 | -4 | -6 | 0 | 1 | 0.0 | -12
O=C1CCC(=O)N1CCC(c1ccc(F)cc1)c1ccco1 (stereo not drawn) | 2 | -10 | 0 | -1 | -16 | 1 | 3 | 0.7 | -8
CCOc1ccc(/C=C2/Sc3ccc(C(=O)N4CCOCC4)cc3N(C)C2=O)cc1OC | 4 | -25 | -3 | -2 | 2 | 5 | -1 | 1.5 | 1
O=C(NC1CCCc2c1cnn2-c1ccccc1F)c1ccccn1 (stereo not drawn) | 0 | -8 | -10 | -1 | -2 | 8 | -5 | 4.0 | 2
CCCCc1ccc(NC(=S)N2CCN(C(=O)c3ccco3)CC2)cc1 | 6 | x | x | -4 | -2 | 1 | -11 | 3.4 | -7
CC(C)(C)c1nc[nH]c(=O)c1Br | 11 | -2 | -5 | -5 | -6 | 0 | 18 | 1.0 | -11
CCc1c(C)nc2ncnn2c1NC1CCCc2ccccc21 (stereo not drawn) | -3 | -6 | -12 | -1 | 2 | 1 | -11 | -0.2 | 3
CCC(C)NC(=O)c1cnn2c(C)c3c(nc12)CCCC3 (stereo not drawn) | 0 | -35 | -2 | -8 | -2 | -2 | 18 | -1.3 | 3
C/C(CC(=O)Nc1ccc2c(c1)OCCO2)=N\NC(=O)c1cccc(O)c1 | -4 | -8 | -10 | -4 | -5 | 4 | -24 | 0.6 | 3
OC(c1ccc(OCc2ccccc2)cc1)c1nnc(-c2ccccc2)o1 (stereo not drawn) | -3 | -15 | -5 | -1 | 4 | 1 | 4 | 3.6 | 10
O=C(NC1CCCCCCC1)c1ccc2c(c1)OCO2 | 9 | -13 | -5 | -4 | -10 | 0 | -7 | -0.1 | -17
O=C(O)CCCCc1nc2ccccc2s1 | 6 | -1 | 1 | -1 | 34* | 0 | 0 | -0.9 | 12
COc1cc(/C=N/NC(=O)c2cc3ccccc3[nH]2)ccc1O | 1 | -7 | -1 | -3 | -10 | 7 | -2 | 3.2 | -4
O=C(Nc1cccc(F)c1)c1cc(S(=O)(=O)N2CCC(C(=O)O)CC2)ccc1F | 6 | 1 | -3 | -6 | -7 | 1 | 3 | 0.3 | -6
Cc1ccccc1S(=O)(=O)Cc1ccc(C(=O)NCc2ccccc2)o1 | 4 | -12 | -7 | 0 | -9 | 3 | -3 | 3.7 | -7
COc1ccc(CNC(=O)c2csc(Cc3ccccc3)n2)cc1 | 5 | -23 | -9 | -4 | -8 | 0 | 8 | 7.2 | -5
O=C1C=C(NCCc2cc(Br)c(O)c(Br)c2)C(=O)c2ncccc21 | 5 | x | x | 0 | -20 | 3 | -5 | 0.9 | -15
COC(=O)c1ccc(N2C(=O)Nc3ccccc3N2O)cc1 | 5 | 0 | 5 | -6 | -1 | 2 | -6 | 0.2 | -14
Cc1ccccc1NC(=S)N1CCCC1 | 4 | -8 | -5 | -5 | -13 | 1 | -7 | 0.6 | -3
CCCCC(=O)NC(NC(=S)N1CCOCC1)C(Cl)(Cl)Cl (stereo not drawn) | -6 | 6 | -2 | -4 | -19 | 2 | 8 | 0.1 | 5
COc1ccc(-c2sc(NC(=O)c3ccc(C)cc3)nc2-c2ccc([N+](=O)[O-])cc2)cc1 | 4 | -11 | -1 | -4 | 8 | 1 | -2 | -0.3 | -5
Cc1cc(C)cc(NC(=O)C(=S)NCc2ccccc2)c1 | -6 | -24 | -8 | -3 | -8 | -1 | -7 | 0.6 | 16
CCOc1ccc(NC(=O)CSC2=C(C#N)C(c3ccc4c(c3)OCO4)CC(=O)N2)cc1 (stereo not drawn) | 2 | -13 | -16 | -3 | 16 | 3 | -5 | 0.0 | 2

The closing two entries of the section before lead into the next.
SMILES | CHRM1 PAM | CHO parental Ca | OXTR potentiate | M1 ag | CHO-K1 Ca antag | M4 ag | M4 antag | CHO-K1 Ca ag | CHRM1 antagonist
Cc1cc(C)cc(NC(=O)C(=S)NCc2ccccc2)c1 | -6 | -24 | -8 | -3 | -8 | -1 | -7 | 0.6 | 16
CCOc1ccc(NC(=O)CSC2=C(C#N)C(c3ccc4c(c3)OCO4)CC(=O)N2)cc1 (stereo not drawn) | 2 | -13 | -16 | -3 | 16 | 3 | -5 | 0.0 | 2
Cc1ccc(Cn2ccc(NC(=O)c3cc(C4CC4)on3)n2)cc1 | -2 | -21 | 0 | -4 | 0 | 0 | -2 | 0.1 | 9
CON=C1C=C(C)C(=O)C(C)=C1C | 4 | x | x | 0 | -15 | 1 | -1 | 2.0 | -15
CCc1cc2c(COC(=O)c3cccc(NS(C)(=O)=O)c3)cc(=O)oc2cc1O | -4 | -19 | -12 | -3 | -1 | 10 | 9 | 7.4 | 15
CCC1=NC(c2ccc(Br)cc2)N(O)C1(C)C (stereo not drawn) | 8 | 12 | -3 | -9 | 13 | 1 | -6 | -0.2 | -7
COc1cccc2c(Cl)c(CC=C(Cl)Cl)c(C)nc12 | 11 | -27 | -2 | -1 | -10 | 0 | -9 | 0.3 | -15
Clc1ccc(Oc2nnnn2-c2ccccc2)cc1 | 0 | 7 | -1 | -3 | -12 | -2 | -9 | -0.2 | -4
O=C(CN1CCC(n2nnc3cc(F)ccc32)CC1)NC1CC1 | 11 | -7 | -6 | -1 | -14 | 1 | -2 | 0.8 | -14
CCc1nc2c(OCc3cccc(Cl)c3)cccn2c1N(C)C(=O)c1ccc(OC)cc1 | -1 | x | x | -9 | 4 | 1 | 3 | 0.7 | -12
O=C(Nc1ccccc1O)c1ccc(C(=O)c2ccccc2)o1 | 4 | -6 | -15 | -2 | -3 | 6 | -5 | 1.3 | -14
CC(=O)Nc1nnc(SCC(=O)NCc2ccc3c(c2)OCO3)s1 | 11 | 0 | -2 | 0 | -3 | 0 | -2 | 0.6 | -15
CCCC(=O)Nc1ccccc1NC(C)=O | 8 | -2 | -6 | 2 | -2 | 0 | 1 | 0.4 | 5
Fc1ccc(-c2ccc(/C=N/n3cnnc3)o2)cc1 | 7 | 3 | 5 | -6 | -7 | 1 | -5 | 0.3 | -14
Cc1cc(C)nc(NC(=O)C(C)C)n1 | 8 | 3 | -1 | -2 | 7 | 0 | 3 | 9.2 | -9
O=C(CC(O)(c1ccccc1)C(F)(F)F)c1cccs1 (stereo not drawn) | 5 | 2 | -1 | -8 | 6 | -2 | -15 | -0.3 | -2
Cc1ccc(N2CC(c3nc4ccccc4[nH]3)CC2=O)c(C)c1 (stereo not drawn) | 7 | -5 | -3 | -2 | -6 | 4 | -24 | 2.3 | -20
CCC(C)Nc1nc2c(c(=O)[nH]c(=O)n2C)n1CCCc1ccccc1 (stereo not drawn) | 7 | -3 | 0 | -1 | -14 | 0 | 2 | 0.1 | -8
Cc1cc(C(C)(C)C)cc(S(=O)(=O)Nc2cccc(C(=O)O)c2)c1C | -1 | -3 | -3 | -5 | -16 | 1 | 12 | 0.2 | 10
Cc1c(NC(=S)NC(=O)c2cc3ccccc3o2)c(=O)n(-c2ccccc2)n1C | 4 | -18 | 2 | -13 | 3 | 1 | 8 | 0.1 | -4
CCCCC(c1nnnn1CCOC)N1CCN(C)CC1 (stereo not drawn) | -4 | -5 | -7 | -5 | -1 | 0 | -8 | 1.8 | 11
CC(C(=O)Nc1ccc2c(c1)OCO2)N(C)CC(=O)Nc1ccc(Cl)cc1 (stereo not drawn) | 3 | x | x | -3 | -11 | 1 | 8 | 0.4 | 2
O=C(NCc1ccco1)C1CCN(C(=O)c2ccc(Cl)cc2)CC1 | 3 | -10 | -1 | -1 | 11 | 1 | 9 | 2.4 | 3
Cc1ccnc(SCC(=O)N2CCN(c3cccc(Cl)c3)CC2)n1 | 6 | 1 | -16 | -1 | -13 | 6 | -5 | 4.0 | -1
CCOc1ccc(CCNC(=O)COC(=O)COc2ccc(C#N)cc2)cc1OCC | 7 | -32 | -7 | 0 | 2 | 1 | -9 | 0.1 | -5
CC(=O)Oc1ccc(/C(C)=N/N2CCN(Cc3ccc(C)cc3)CC2)cc1 | 9 | 0 | 7 | 0 | 1 | 1 | 3 | -0.6 | -13
O=C(Nc1ccc2c(c1)OCCO2)N1CCN(c2ccccc2)CC1 | 9 | -4 | -1 | 1 | 1 | 4 | 1 | 1.3 | -12

Going on with the list.
SMILES | CHRM1 PAM | CHO parental Ca | OXTR potentiate | M1 ag | CHO-K1 Ca antag | M4 ag | M4 antag | CHO-K1 Ca ag | CHRM1 antagonist
C=C1CCN([C@@H](CC(C)C)C(=O)Nc2nc3ccc(Cl)cc3s2)S(=O)(=O)c2ccccc21 | 3 | -27 | 1 | -3 | -26 | 3 | 0 | 0.5 | -7
CCN(CC)C(=O)C1CCN(CC2CC=CCC2)CC1 (stereo not drawn) | 5 | 1 | -4 | -4 | -10 | 0 | -8 | 0.3 | -27
C=C(C)COc1ccc(-c2ncnc(C(F)(F)F)c2-c2ccc(OC)cc2)c(O)c1 | -19 | -26 | -16 | -9 | -1 | 8 | 25 | 1.9 | 24
CCC(C)CNC(=O)c1[nH]c(C(F)(F)F)nc1-c1ccccc1 (stereo not drawn) | 0 | x | x | 2 | 8 | 4 | -12 | 1.0 | -23
Cc1ccc(S(=O)(=O)N2CCN(C(=O)c3cc(-c4cccs4)nn3-c3ccccc3)CC2)cc1 | 13 | -9 | -1 | -1 | 3 | 0 | 1 | -0.3 | -8
O=C(CSc1ccc2nnc(-c3ccccn3)n2n1)Nc1ccccc1 | 6 | 4 | -11 | -2 | 10 | 0 | -1 | 0.4 | 0
CCOC(=O)N1CCC(NC(=O)C2CCCN(S(=O)(=O)c3ccc4c(c3)oc(=O)n4C)C2)CC1 (stereo not drawn) | 0 | -5 | -1 | -7 | -8 | 1 | 1 | 0.3 | 0
Cc1cc(NC(=O)NCc2ccccc2)c(=O)n(Cc2ccc(F)cc2)c1 | 9 | -9 | -2 | 0 | -6 | 2 | -3 | 0.9 | 0
Cc1ccc[n+](-c2nc([O-])sc2/C=N/Nc2ccc([N+](=O)[O-])cc2)c1 | -3 | -15 | -4 | -1 | -2 | 1 | 5 | 0.4 | 4
Cc1ccc([C@H]2C[C@H](O)[C@@H](n3cc(COC(=O)c4ccccc4)nn3)CN2C(=O)c2cccs2)cc1 | 5 | x | x | -1 | -6 | 2 | -7 | 0.9 | -9
Cc1ccc(C)c(NS(=O)(=O)c2ccc(OCC(=O)NCC3CCCO3)cc2)c1 (stereo not drawn) | 6 | -17 | -14 | -8 | -1 | 3 | 0 | 1.3 | -1
CCC(=O)NCCn1c(C)cc2ccccc21 | -3 | -5 | 0 | -2 | -6 | 0 | 1 | 1.9 | 3
